# Bioassay records (PubChem BioAssay)
# HepG2 viability = kills HepG2 cells in TGF-b inhibitor counter-screen. HepG2 CAGA-GFP viability, ATP luminescence, 18 h. Potency, µM (titrated, usually from 46.1 µM), inactives show at the highest dose activity change, negative = cytotoxicity, most hits filed as cytotoxic. 410,000 tested, 0.76% active. AID 588856; note: potency is the fitted concentration of half-maximal effect; some results filed as inactive show a strong effect at the top dose
#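 CellTiter-Glo luminescence gave cytotoxicity after 18 hours at 37 degrees C. The cells were HepG2 CAGA-GFP in 1% FBS DMEM, stimulated with 500 pg/mL TGF-beta after compound addition. %Activity was normalised to no-cell wells (complete cell-killing) and DMSO (no toxicity), and curves were fitted and classified.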
# Nrf2 block = Nrf2 pathway inhibition. A549 ARE-Fluc reporter, luciferase luminescence, 18-24 h. Potency, µM (doses to about 46 µM), inactives show at the top dose activity change, negative = inhibition, usual class: inhibitors. 360,000 tested, 2.1% active. AID 504444; note: potency is the fitted concentration of half-maximal effect; % is set by controls: 0 for no effect and ±100 for the full control effect; nearly all actives have a fitted effect of over 60% in size
#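 Quantitative HTS in A549 cells stably bearing an antioxidant response element-firefly luciferase construct. Inhibition of Nrf2-driven transcription was scored by luminescence after 18-24 h of compound exposure at 37 °C.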
# ATXN2 expr inh = inhibitors of ATXN2 expression | HEK-293 ATXN2-luciferase reporter, luminescence, 24 h | Potency, µM (highest dose often 57 µM), inactives show top-dose activity change, negative = inhibition, usual class: inhibitors | 360,000 tested, 0.72% active | AID 1745845; note: potency is the fitted concentration of half-maximal effect; % is set by controls: 0 for no effect and ±100 for the full control effect; nearly all actives have a fitted effect of over 55% in size
#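 ATXN2-luciferase reporter cells (luciferase flanked by upstream and downstream ATXN2 gene portions) were treated 24 h at 37 °C with compounds at up to 57 uM. SteadyGlo luminescence gave expression; GF-AFC fluorescence gave viability.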
# ATXN viability = reduces viability in counter-screen for ATXN expression inhibitors; S2 cells (HEK-293 line with an ATXN2-luciferase reporter) viability, CellTiter-Fluor protease fluorescence, 24 h; 400,000 tested, 0.49% active; Potency, µM (highest dose often 56.7 µM), usual class: cytotoxic; AID 651635; note: potency is the fitted concentration of half-maximal effect; nearly all actives have a fitted effect of over 40% in size
# A549 tox = kills or reduces viability of A549 cells in Nrf2 counter-screen; A549 ARE-Fluc cells, CellTiter-Fluor viability, 18-24 h; Potency, µM (highest dose often 46 µM), for the others: top-dose activity change, negative = cytotoxicity, most hits filed as inhibitors; 390,000 tested, 0.16% active; AID 504648; note: potency is the fitted concentration of half-maximal effect; % is set by controls: 0 for no effect and ±100 for the full control effect
#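 A549 ARE_Fluc cells in 5% FBS OPTI-MEM were exposed to compounds in concentration-response for 18-24 h at 37 deg C. Viability was read by CellTiter-Fluor fluorescence (Ex 405/Em 525) after 30 min, before the luciferase read.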
# TGFb inhibitor = TGF-b pathway inhibition. HepG2 CAGA-GFP TGF-b/SMAD3 reporter, GFP fluorescence, 18 h; TGF-beta stimulated, 500 pg/mL final. 410,000 tested, 1.2% active. Potency, µM (top dose mostly 46.1 µM), inactives show top-dose activity, negative = inhibition, actives largely listed as inhibitors. AID 588855; note: potency is the fitted concentration of half-maximal effect; % is set by controls: 0 for no effect and ±100 for the full control effect; nearly all actives have a fitted effect of over 65% in size
#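 HEPG2 CAGA-GFP reporter cells (1000/well, DMEM with 1% FBS) received compounds, then recombinant TGF-beta at 500 pg/mL final for 18 hours at 37 degrees C. Per-cell GFP summed per well was normalised to unstimulated and stimulated DMSO controls before curve fitting.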
# EPAC2 agonist = agonists of human EPAC2 (RAPGEF4); AID 720711; 360,000 tested, 0.079% active; Q8WZA2; Potency, µM (highest dose often 154 µM), inactives show at the top dose activation, actives largely listed as activators; EPAC2 activation, biochemical qHTS; response scale: 100% = 6.5 mM cAMP response; note: potency is the fitted concentration of half-maximal effect; nearly all actives have a fitted effect of over 50% in size
# Target sequence (Q8WZA2 whole entry, looked up): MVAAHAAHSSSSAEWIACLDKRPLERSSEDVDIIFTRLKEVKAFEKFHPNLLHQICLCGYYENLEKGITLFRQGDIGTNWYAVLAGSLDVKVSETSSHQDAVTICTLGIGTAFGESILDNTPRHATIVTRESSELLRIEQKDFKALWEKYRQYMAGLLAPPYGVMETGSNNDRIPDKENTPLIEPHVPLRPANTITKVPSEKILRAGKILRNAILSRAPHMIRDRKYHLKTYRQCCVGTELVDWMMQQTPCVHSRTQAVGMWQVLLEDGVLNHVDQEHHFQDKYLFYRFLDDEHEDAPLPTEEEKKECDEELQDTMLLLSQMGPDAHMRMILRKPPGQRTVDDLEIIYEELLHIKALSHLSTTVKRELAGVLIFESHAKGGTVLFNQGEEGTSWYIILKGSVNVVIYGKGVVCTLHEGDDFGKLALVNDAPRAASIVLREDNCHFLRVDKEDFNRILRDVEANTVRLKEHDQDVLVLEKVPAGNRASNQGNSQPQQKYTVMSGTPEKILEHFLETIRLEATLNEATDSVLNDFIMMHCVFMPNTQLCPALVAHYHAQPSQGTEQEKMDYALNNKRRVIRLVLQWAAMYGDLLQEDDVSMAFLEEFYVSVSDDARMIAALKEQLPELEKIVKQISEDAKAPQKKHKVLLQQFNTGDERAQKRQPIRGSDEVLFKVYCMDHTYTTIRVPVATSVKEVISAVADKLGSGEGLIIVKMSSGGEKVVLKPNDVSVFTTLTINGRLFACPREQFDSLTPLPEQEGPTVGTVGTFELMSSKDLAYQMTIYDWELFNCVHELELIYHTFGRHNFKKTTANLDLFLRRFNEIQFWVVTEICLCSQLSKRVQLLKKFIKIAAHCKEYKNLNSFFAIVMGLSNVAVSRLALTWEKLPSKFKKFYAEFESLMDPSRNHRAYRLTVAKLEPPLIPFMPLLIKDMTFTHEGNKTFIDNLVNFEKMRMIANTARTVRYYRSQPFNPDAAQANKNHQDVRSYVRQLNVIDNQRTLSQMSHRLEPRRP
#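 Setup: EPAC2 100 nM, labeled Rap1B complex 250 nM, free GDP 50 uM. Compound titrations pinned in, brief spin, 5 min room temperature incubation. Kinetic fluorescence read over 30 min, normalized to 6.5 mM cAMP.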
# Nrf2 ARE act = activators of Nrf2 (ARE) signaling. AREc32 ARE-luciferase reporter (MCF7-derived line), luminescence, 24 h. Potency, µM (series often up to 46.1 µM), for the others: at the highest dose activation, usual class: activators. 410,000 tested, 0.31% active. AID 624171; note: potency is the fitted concentration of half-maximal effect; % of control where 0% means no effect; nearly all actives have a fitted effect of over 65% in size
#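 Reporter line AREc32 (ARE-Fluc), seeded overnight in OPTI-MEM with 5% FBS; compound pin-transferred, 24 hr at 37 deg C, 5% CO2; luminescent read-out.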
# IL2 activator = IL-2 activation; 360,000 tested, 0.065% active; IL-2 activation reporter assay, cell-based qHTS; stimulated with anti-CD3/CD4/CD28 beads; in transgenic mouse T cells; AID 652025; activation, % (series mostly up to about 46 µM); in the data active = activation above about 50%; inconclusive = mostly about 30% to 49%; note: 0% is about no effect
#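 Unstimulated transgenic mouse T cells preincubated 60 min with compound, then stimulated with anti-CD3/anti-CD4-coated beads plus anti-CD28 for 18 h at 37 degrees C. IL-2 response read as EGFP and DsRed fluorescence by plate cytometry.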
# Starred values were filed as active, the others as inactive; i = inactive; ? = inconclusive; · = not tested or not shown; & = joins results of further samples; [ ] = dose if it differs, or a comment. Unless noted, calls come from the whole dose curve; as a rule, active = well fitted curve in the direction sought with a large enough effect; inconclusive = small, poorly fitted or top-dose-only effect, or another doubt; inactive = no such curve, though single readings can be large; an effect the other way counts as inactive or inconclusive.
# Each structure is followed by: HepG2 viability	Nrf2 block	ATXN2 expr inh	ATXN viability	A549 tox	TGFb inhibitor	EPAC2 agonist	Nrf2 ARE act	IL2 activator
CCN(C[C@H]1N[C@@](Cc2ccccc2)(C(=O)OC)[C@H]2C(=O)N(C)C(=O)[C@@H]12)S(=O)(=O)c1ccc(C(C)(C)C)cc1
  6%	-18%	0%	i	-5%	-2%	-12%	-0.9%	-0.6
CC(C)Cc1ccc(C(=O)NCc2ccc3c(c2)OCO3)o1
  -37%	?	55%[activator]	i	?	?	13%	3.2%	-0.2
CCN1CCN(CCCNC(=O)CCC(=O)N2CCOc3ccccc32)CC1
  -26%	12%	-5%	i	11%	1%	29%	0.6%	-1.5
COC(=O)C1=C(C)N(CCc2c[nH]c3ccccc23)C(=O)/C1=C\N(C)C
  -6%	7%	·	i	4%	2%	8%	6.4%	0.3
COc1cc(/C=N/NC(=O)CC2(C)OCCCO2)ccc1OCc1ccc(Cl)cc1Cl
  7%	-13%	17%	?	2%	22%	6%	2.7%	-4.1
Cc1cc(C(=O)OCC(=O)NC(=O)NC(C)(C)C)c(C)o1
  19%	-1%	-2%	i	-9%	-4%	-5%	-0.4%	1.8
O=C(CSc1nnc2scc(-c3ccccc3)n12)Nc1ccc(Cl)cc1
  2%	4%	1%	i	1%	14%	·	0.4%	·
COC(=O)c1c(NC(=O)c2nc(SCc3ccc(C)cc3)ncc2Cl)sc2c1CCCC2
  -42%	17%	10%	i	-2%	-1%	·	0.6%	·
COc1ccccc1C(=O)NNC(=O)c1ccc(NS(=O)(=O)c2cccs2)cc1
  3%	17%	2%	i	-7%	6%	10%	15%	-1.8
Cc1c(Cc2ccccc2)c(=O)oc2cc(OCC(=O)NCC(O)c3ccccc3)ccc12 (stereo not given)
  -18%	-18%	·	i	2%	-39%	10%	3.6%	-0.5
Cc1cccc(OCC(=O)Nc2nnc(-c3ccco3)s2)c1
  9%	?	-27%[11.3 µM]	i	0%	-5%	1%	7.2%	-0.7
CN1CCN(S(=O)(=O)c2ccc(C(=O)NC3CCCCC3)cc2)CC1
  1%	-1%	17%	i	10%	9%	2%	-0.3%	1.2
Cc1cc(C(=O)OCC(=O)Nc2ccccc2F)c(C)o1
  -19%	2%	22%	i	-10%	-4%	4%	-0.3%	2.4
CCOc1ccc2nc(SCC(=O)NCc3ccco3)sc2c1
  -40%	5%	4%	i	-11%	-15%	5%	7.9%	-0.1
O=c1c2ccccc2nc(COc2ccccc2)n1/N=C/c1c[nH]c2ccccc12
  1%	-1%	-4%	?	-11%	2%	11%	1.9%	-1.9
CCOc1cccc(C2C(C#N)=C(N)Oc3cc(C)n(Cc4ccccn4)c(=O)c32)c1OCC (stereo not given)
  4%	·	-5%	i	23%	-5%	-12%	2.1%	6.7
CC(C)(C)NC(=O)CSC(=Nc1cccc(F)c1)NC#N
  -31%	14%	32%[activator]	i	-9%	-17%	-10%	10%	0.8
COc1ccc(OCC(=O)OCCN2C(=O)c3ccccc3C2=O)cc1
  5%	-3%	·	·	-3%	-6%	0%	0.6%	0.2
CCN1CCN(C(=O)c2ccc(C(F)(F)F)cc2)CC1
  5%	?	-25%	i	-2%	4%	4%	-0.7%	1.6
CCC(C)(C)n1nnnc1C(CC(C)C)N1CCC(C(N)=O)CC1 (stereo not given)
  2%	·	9%	i	10%	3%	5%	0.0%	0.1
C[C@H](CO)N1C[C@H](C)[C@@H](CN(C)Cc2ccccc2)OCc2cnnn2CCCC1=O
  -11%	·	7%	i	·	18%	-1%	0.5%	0.7
CSC1=NSC2=NC(=O)/C(=C\c3ccc(OC(=O)c4ccco4)cc3)C(=N)N12
  10%	?	52%[activator]	i	1%	14%	-5%	9.2%	6.2
CON(C)S(=O)(=O)c1ccc2c(c1)N(Cc1ccc(C)cc1)C(=O)C1CCCN21 (stereo not given)
  -4%	-5%	-6%	i	1%	-3%	7%	-0.1%	0.1
Cc1cc2cc(OCc3ccccc3)ccc2n1C
  -29%	8%	·	i	-8%	?	-6%	6.7%	-3.3
O=C(Nc1ccc2nc3n(c(=O)c2c1)CCCCC3)C(=O)N1CCN(c2ccccc2)CC1
  -7%	2%	-5%	i	-1%	-1%	-5%	0.3%	-0.2
c1ccc(-c2nc3ccccc3c3nncn23)cc1
  3%	?	4%	i	-7%	11%	-1%	0.5%	0.1
O=C(NCCc1ccccc1)C1COc2ccccc2O1 (stereo not given)
  -16%	24%	·	i	2%	-16%	-2%	3.2%	-0.1
CCN1CCN(c2nc3sc4c(c3c3ncnn23)CC(C)CC4)CC1 (stereo not given)
  -37%	·	3%	i	2%	11%	5%	5.0%	1.9
CC(=O)Nc1ccc(C(=O)N/N=C/c2ccc(F)cc2)cc1
  3%	0%	-26%	i	-3%	-1%	2%	-0.3%	1.0
O=C(Cc1ccc([N+](=O)[O-])cc1)Nc1ccc(Br)cn1
  -16%	10%	?	i	1%	2%	0%	3.3%	-1.3

# Laid out differently: entries from further up
CCN1CCN(c2nc3sc4c(c3c3ncnn23)CC(C)CC4)CC1 (stereo not given)
  HepG2 viability: -37%	Nrf2 block: ·	ATXN2 expr inh: 3%	ATXN viability: i	A549 tox: 2%	TGFb inhibitor: 11%	EPAC2 agonist: 5%	Nrf2 ARE act: 5.0%	IL2 activator: 1.9

Cc1cc2cc(OCc3ccccc3)ccc2n1C
  HepG2 viability: -29%	Nrf2 block: 8%	ATXN2 expr inh: ·	ATXN viability: i	A549 tox: -8%	TGFb inhibitor: ?	EPAC2 agonist: -6%	Nrf2 ARE act: 6.7%	IL2 activator: -3.3

C[C@H](CO)N1C[C@H](C)[C@@H](CN(C)Cc2ccccc2)OCc2cnnn2CCCC1=O
  HepG2 viability: -11%	Nrf2 block: ·	ATXN2 expr inh: 7%	ATXN viability: i	A549 tox: ·	TGFb inhibitor: 18%	EPAC2 agonist: -1%	Nrf2 ARE act: 0.5%	IL2 activator: 0.7

# Other entries follow:
# Each structure is followed by: HepG2 viability	Nrf2 block	ATXN2 expr inh	ATXN viability	A549 tox	TGFb inhibitor	EPAC2 agonist	Nrf2 ARE act	IL2 activator
COC(=O)C1CCN(C(=O)COC(=O)C2CCN(S(=O)(=O)c3c(Cl)cccc3Cl)CC2)CC1
  6%	-8%	-5%	i	0%	-10%	-1%	-0.3%	-1.3
O=C(c1cccc(S(=O)(=O)NCc2ccccc2)c1)N1CCN(c2ccccc2Cl)CC1
  -10%	?	?	?	-16%	?	1%	0.0%	1.4
CCCNC(=O)c1ccc2c(=O)c(O)c(C)[nH]c2c1
  4%	-15%	14%	i	-2%	2%	-7%	-0.3%	0.1
COc1cc(NC(=O)Cc2noc3ccccc23)cc(OC)c1OC
  -12%	-6%	4%	i	4%	-24%	·	6.4%	·
COc1ccc(CCNC(=O)Nc2ccc3c(c2)c(=O)n(C)n3Cc2ccc(F)cc2)cc1OC
  -23%	·	-11%	i	·	-8%	1%	-0.2%	-0.6
C[C@](N)(Cc1ccc(O)c(O)c1)C(=O)O
  -13%&-18%	-7%	?	?	-4%	?	4%	-0.1%	1.7
COCC(=O)OCn1nnc2ccccc2c1=O
  13%	-7%	-6%	i	-3%	2%	-1%	0.2%	-0.1
NC(=O)C[n+]1cccc(C(=O)Nc2ccccc2)c1
  38%	6%	-17%	·	0%	-2%	3%	1.7%	-0.1
CCc1ccccc1OCC(=O)Nc1cccc(S(=O)(=O)NC2=NCCCCC2)c1
  -5%	?	?	i	3%	-13%	11%	-0.2%	-0.9
COc1ccc(N/C=C(\C2OC(=O)c3ccccc32)[N+](=O)[O-])cc1 (stereo not given)
  0%	-9%	-22%	i	-5%	0%	-4%	?	0.2
CC(Sc1ccccc1)C(=O)NN=C1CCN(C)CC1 (stereo not given)
  4%	-5%	-32%	i	-9%	-22%	7%	0.6%	0.2
Cc1noc(C)c1NC(=O)N(C)C[C@@H]1Oc2c(NC(=O)c3ccncc3)cccc2C(=O)N([C@H](C)CO)C[C@@H]1C
  -6%	-1%	-6%	i	7%	0%	-6%	-0.7%	-0.4
CC(=O)C[C@@H](O)CC(=O)[C@@H]1OC(=O)[C@@H](C)C/C=C\Cc2ccccc21
  7%	18%	1%	i	0%	11%	5%	0.3%	0.1
COC(=O)c1c(-c2cccs2)csc1NC(=O)c1ccc(Br)cc1
  -2%	?	15%	i	4%	-8%	·	7.3%	·
Cc1c(P(=O)(c2ccccc2)c2ccccc2)c2ccccc2n1C
  -34%	3%	-15%	i	3%	-19%	6%	3.8%	0.0
O=S1(=O)C[C@H](N2CCC(Cc3ccccc3)CC2)[C@@H](COCc2ccccc2)N1
  1%	·	-7%	i	·	?	12%	0.5%	-0.5
CC(=O)Nc1ccc(NC(=O)COc2ccc(Cl)cc2Cl)cc1
  4%	14%	5%	i	-4%	-11%	0%	-0.5%	0.3
N#C/C(=C\c1ccc(OC(F)F)cc1)C(=O)N1CCCCC1
  -28%	10%	20%	i	-1%	4%	8%	6.2%	-3.3
Cc1ccc(S(=O)(=O)N(C)CC(=O)OCC(=O)c2ccc3c(c2)NC(=O)CO3)cc1
  2%	-12%	4%	i	0%	0%	-11%	-0.5%	-0.1
O=C(/C=C/c1ccc(F)cc1)N1CC[C@@]2(O)CCCC[C@H]2C1
  1%	4%	11%	?	3%	2%	-6%	0.3%	-2.7
O=C(NCC1CCCO1)C(=O)N/N=C/c1ccc(O)c(Cl)c1 (stereo not given)
  16%	-2%	2%	i	0%	20%	0%	-0.7%	3.0
O=C(CSC1=N/C(=C/c2ccc(Cl)c(Cl)c2)C(=O)N1c1ccccc1F)NC1CC1
  -26%	-22%	-30%	i	-11%	?	9%	7.3%	-3.5
O=C(NCC1CCCO1)C1CCN(S(=O)(=O)c2cccnc2)CC1 (stereo not given)
  -38%	·	-3%	i	10%	-1%	3%	-0.4%	0.7
